High-throughput results from PubChem BioAssay.
procasp3 activ: activators of human procaspase-3; activation, % at 8.5 µM; recombinant procaspase-3 D3A, Ac-DEVD-pNA absorbance 405 nm; actives 0.11% (n = 330,000);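 active = activation above the mean of all tested compounds plus 3 SD, cut at about 21% in these data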;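 also: 0% = DMSO alone and 100% = DMSO wells spiked with extra 5 µM PC-3 D3A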
Target sequence (P42574 whole entry D9A/D28A/D175A): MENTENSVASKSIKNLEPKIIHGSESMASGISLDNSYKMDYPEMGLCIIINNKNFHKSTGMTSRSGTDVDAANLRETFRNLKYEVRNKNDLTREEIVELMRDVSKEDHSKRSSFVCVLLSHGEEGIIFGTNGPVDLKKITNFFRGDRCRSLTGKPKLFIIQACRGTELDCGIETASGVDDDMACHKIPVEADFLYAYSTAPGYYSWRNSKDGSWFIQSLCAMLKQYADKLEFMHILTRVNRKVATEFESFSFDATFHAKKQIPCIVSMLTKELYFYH
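System: Procaspase-3 D3A mutant. Medium: Zinc-free 300 mM NaCl, 50 mM HEPES, 0.01% Triton X-100. Schedule: 1 h preincubation plus 2 h reaction at 25 °C. Measured by: 405 nm absorbance of p-nitroaniline, reads at 0 and 120 min. Read-out: percent activation relative to control range.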
proCasp7 act: activates human procaspase-7, counter-screen for procaspase-3 activators; P55210; recombinant procaspase-7, Ac-DEVD-pNA absorbance 405 nm; D23A/D198A/D206A triple mutant, cannot self-cleave; scale: DMSO 0, 5 µM enzyme 100; activation, % at 8.5 µM; actives 0.093% (n = 330,000);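 active = percent activation above the screen-wide mean plus 3 SD, cut at about 25% in these data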
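Assay system: Uncleavable procaspase-7 mutant enzyme / Input: 2 µM procaspase-7 mutant as dispensed / Dosing: single nominal 8.5 µM compound dose, 0.8% DMSO final / Timing: 1 h enzyme–compound preincubation and 2 h substrate reaction, both 25 °C / Detection: p-Nitroaniline absorbance at 405 nm, read at 0 and 120 min / Replication: singlicate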
GASC-1 inh: blocks human GASC-1 demethylase activity; inhibition, % at 2.35 µM; actives 0.069% (n = 330,000); AID 2099; Q9H3R0; GST-JMJD2C(1-420) H3K9me3 demethylation, DELFIA europium;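 active = more than half of a compound's replicate wells show inhibition beyond 50%, single wells judged on their own value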;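 also: signal counts dimethyl H3K9 product captured on neutravidin plate; 0% = median of DMSO wells and 100% = 0.3 times that DMSO median; strong numbers were not always called active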
MEP2-GFP yeast: yeast TOR pathway MEP2-GFP modulation; S. cerevisiae MEP2-GFP strain, flow cytometry GFP, 3 h; 100% = DMSO control level; GFP response vs DMSO, % at 10 µM; actives 0.51% (n = 330,000); AID 2016;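 active = GFP response versus DMSO above a set limit, roughly screen mean plus 3 SD, cut at about 180% in these data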;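 also: median GFP fluorescence of the barcode-gated MEP2-GFP cells per well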
Yeast superoxide: caloric restriction mimetics inhibiting age-related superoxide in yeast | superoxide response (% of plate mean), % at 10 µM | actives 0.18% (n = 330,000) | AID 2690 | S. cerevisiae aged cells, superoxide DHE fluorescence; stronger effect = lower value;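 active = superoxide response under a set limit, about three screen SD below normal, cut at about 65% in these data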;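 also: yeast aged for seven days with compound at 30 °C before DHE staining; 100% = average MFI of all compound-treated wells on the plate with controls excluded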
RPL19A TOR yeast: yeast TOR pathway RPL19A-GFP modulation; S. cerevisiae RPL19A-GFP strain, flow cytometry, 3 h; stronger effect = lower value; percent response vs DMSO, % at 10 µM; actives 0.3% (n = 330,000); AID 2025;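 active = percent response vs DMSO below 50%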;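 also: median channel GFP fluorescence of the barcoded RPL19A-GFP strain; ratio of sample median GFP to plate DMSO average so 100% = DMSO; lower means less RPL19A-GFP as with rapamycin TOR inhibition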
LAP4 TOR yeast: modulators of TOR pathway LAP4-GFP in S. cerevisiae. actives 0.34% (n = 320,000). S. cerevisiae LAP4-GFP multiplex, flow cytometry GFP, 3 h; median GFP as percent of DMSO wells. GFP response vs DMSO, % at 10 µM;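 active = GFP response vs DMSO above a set limit, about the screen mean plus 3 SD, cut at about 150% in these data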
AHR act: activators of human aryl hydrocarbon receptor. P35869. AHR-responsive luciferase reporter cells, luminescence. activation, % at 5 µM. actives 2.5% (n = 320,000). AID 2796; in the data active = activation above about 47%;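 also: 0% = vehicle wells and 100% = reference agonist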
Target sequence (P35869 whole entry, looked up): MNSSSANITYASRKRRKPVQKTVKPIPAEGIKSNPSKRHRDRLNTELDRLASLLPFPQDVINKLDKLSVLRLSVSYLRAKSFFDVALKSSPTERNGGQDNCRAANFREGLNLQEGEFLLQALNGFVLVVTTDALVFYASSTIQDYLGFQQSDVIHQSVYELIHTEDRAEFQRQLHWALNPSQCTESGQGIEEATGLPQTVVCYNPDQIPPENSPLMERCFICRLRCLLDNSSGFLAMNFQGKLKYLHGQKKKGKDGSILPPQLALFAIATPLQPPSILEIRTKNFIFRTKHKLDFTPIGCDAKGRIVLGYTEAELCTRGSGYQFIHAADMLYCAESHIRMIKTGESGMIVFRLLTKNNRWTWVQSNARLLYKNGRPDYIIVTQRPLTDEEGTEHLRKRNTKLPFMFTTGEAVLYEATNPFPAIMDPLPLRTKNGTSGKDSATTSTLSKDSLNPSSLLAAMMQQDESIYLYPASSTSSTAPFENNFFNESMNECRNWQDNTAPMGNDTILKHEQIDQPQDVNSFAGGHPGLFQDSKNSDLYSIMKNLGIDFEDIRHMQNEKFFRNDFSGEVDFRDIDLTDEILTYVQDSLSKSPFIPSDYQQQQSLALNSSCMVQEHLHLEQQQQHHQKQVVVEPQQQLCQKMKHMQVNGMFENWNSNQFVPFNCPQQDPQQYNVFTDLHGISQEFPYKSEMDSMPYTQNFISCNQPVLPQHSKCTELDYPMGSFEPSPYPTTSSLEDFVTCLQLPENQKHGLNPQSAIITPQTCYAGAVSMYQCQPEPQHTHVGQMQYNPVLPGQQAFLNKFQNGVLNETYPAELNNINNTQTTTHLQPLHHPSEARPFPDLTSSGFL
Active calls of the source: *; x = not tested or not shown; & = joins results of further samples.

SMILES	procasp3 activ	proCasp7 act	GASC-1 inh	MEP2-GFP yeast	Yeast superoxide	RPL19A TOR yeast	LAP4 TOR yeast	AHR act
CN1CCN(CCCNC(=O)c2ccc(CSCc3cccc(Cl)c3)o2)CC1	0	7	7	96	97	98	93	0
CC(C)n1cnc2cc(NCc3ccccn3)ccc21	10	7	8	90	99	101	96	20
c1cncc(-c2noc(-c3ccc4ccccc4c3)n2)c1	11	-1	1	100	102	97	87	15
COc1cc(/C=C/C(=O)OCC(=O)Nc2ccc3c(c2)OCCO3)ccc1O	9	6	7	105	111	100	97	3
CC(C)(C)C(=O)NC(=S)Nc1ccc(S(=O)(=O)Nc2nccs2)cc1	7	-2	2	95	122	96	99	-2
Cc1c(C)n(C(=O)CN2CCC(C)CC2)c2ccccc12	3	-1	2	99	86	97	98	83*
COc1ccc(/C=C/C(=O)c2nc3ccccc3n2CC(=O)c2ccc(OC)cc2)cc1	-19	8	-1	99	98	99	102	12
C[C@@]12C(=O)N(Cc3ccco3)CC(=O)N1[C@H]1c3ccccc3OC[C@@H]1[C@@H]2c1ccccc1	-4	1	5	100	99	115	89	-2
CC(=O)c1ccc(OCC(=O)Nc2cccc(S(=O)(=O)N3CCCC3)c2)cc1	1	4	x	98	103	95	91	-1
COc1ccc(NC(=O)c2cc(-c3cc(C)c(C)cc3O)n[nH]2)c(OC)c1	7	3	-2	102	98	101	125	-3
Cc1ccc(S(=O)(=O)NC(=O)c2cc(C)n(CC(c3ccccc3)N(C)C)c2C)cc1 (stereo unspecified)	7	0	-6	102	118	102	94	1
CC1CCCCC1NC(=O)CO/N=C/c1ccccc1OC(F)F (stereo unspecified)	0	-10	-11	110	103	105	88	6
COC(=O)Cn1c(=NC(=O)c2nc3ccccc3s2)sc2cc(S(N)(=O)=O)ccc21	6	4	-1	106	93	105	101	17
O=C(N[C@@H](Cc1ccccc1)C(=O)OCc1ccccc1)c1ccco1	4	12	8	101	78	106	108	-1
CCOC(=O)COc1ccccc1/C=N/O	3	13	-7	99	99	99	89	2
Cc1ccc(C)c(N2CCN(CC3CCCCC3)CC2)c1	6	2	-14	108	99	100	91	0
Cc1ccc(C(NC(=O)C2CCCCC2)c2c(O)ccc3ccccc23)cc1 (stereo unspecified)	10	-2	9	105	93	105	96	1
COc1ccc2nc(/N=C(\N)NC(=O)C(C)(C)C)nc(C)c2c1	0	-5	1	98	97	96	99	8
COc1ccccc1N(CC(=O)NCCc1ccccc1)S(C)(=O)=O	7	-11	1	98	99	98	96	-2
C/C(=N\NC(=O)c1ccccc1O)C1CC1	9	-1	1	103	107	107	99	30
Nc1c(O)cccc1C(=O)O	-12	-12	12	99	94	101	113	0
Nc1cccc(Oc2ccc3c(c2)C(=O)N(CC2CCCO2)C3=O)c1 (stereo unspecified)	1	7	x	99	74	100	110	4
CCOC(=O)c1sc(S(C)(=O)=O)c2c1CCc1conc1-2	8	-1	4	99	100	98	102	-1
COc1cccc(CN2CCCCC2C(=O)O)c1 (stereo unspecified)	-4	-2	-31	101	88	98	110	0
COc1ccc(-c2cc(C(F)F)n3ncc(C(=O)NCCCN4CCCC4=O)c3n2)cc1	-3	-1	1	103	107	98	102	8

Single records (already shown). Order of screens: procasp3 activ | proCasp7 act | GASC-1 inh | MEP2-GFP yeast | Yeast superoxide | RPL19A TOR yeast | LAP4 TOR yeast | AHR act
CC1CCCCC1NC(=O)CO/N=C/c1ccccc1OC(F)F (stereo unspecified) across the screens: 0 | -10 | -11 | 110 | 103 | 105 | 88 | 6
COc1cc(/C=C/C(=O)OCC(=O)Nc2ccc3c(c2)OCCO3)ccc1O across the screens: 9 | 6 | 7 | 105 | 111 | 100 | 97 | 3
CC(C)n1cnc2cc(NCc3ccccn3)ccc21 across the screens: 10 | 7 | 8 | 90 | 99 | 101 | 96 | 20

Next compounds
SMILES	procasp3 activ	proCasp7 act	GASC-1 inh	MEP2-GFP yeast	Yeast superoxide	RPL19A TOR yeast	LAP4 TOR yeast	AHR act
COc1ccccc1OC[C@H](O)CO	0	0	2	91	104	102	102	-1
CC(C)(C)OC(=O)Cn1c(=O)cnc2ccccc21	6	1	8	109	95	101	102	1
CCCCOc1ccc(-c2nnn(CCC(=O)N3CCOCC3)n2)cc1	-2	-4	33	100	105	98	102	1
COc1ccccc1NC(=O)c1cccc(S(=O)(=O)N2CCN(c3ccccc3)CC2)c1	9	-5	12	96	92	96	91	-4
O=C1CCC/C(=N/NC(=O)c2cc(NS(=O)(=O)c3cccs3)cc(NS(=O)(=O)c3cccs3)c2)C1	-10	-5	-1	101	118	94	97	1
CCCN1CCC(N(CCc2ccccc2)Cc2ccccc2)CC1	-9	-8	-5	104	89	101	89	-1
CC(C)CCNC(=O)CN(Cc1ccc2c(c1)OCO2)C(=O)CCC(=O)Nc1ccccn1	7	13	-6	100	103	95	95	3
Cn1cc(CN2CCc3ccccc3C2)c2ccccc21	0	12	2	93	98	93	89	28
Cc1ccc(NC(=O)c2cccc(OCc3c(C)noc3C)c2)c(C)c1	-4	-8	5	103	80	96	95	-12
CNC(=O)C1CCN(C(=O)c2ccc(-c3ccccc3)cc2)CC1	3	3	2	99	99	88	92	-2
CN(Cc1ccccc1)S(=O)(=O)c1ccc(Cl)c(C(=O)NCc2ccc3c(c2)OCO3)c1	0	3	7	80	117	106	90	11
Cc1ccc(NC(=O)CSc2nnc3ccccn23)cc1S(=O)(=O)N1CCOCC1	3	-11	4	99	106	97	100	0
Cc1ccc(F)cc1NC(=S)NCCc1ccccc1	-4	7	-11	105	90	101	100	0
CCNCc1cc(Cl)c(OCc2ccccc2)c(OCC)c1	2	0	-18	106	90	101	96	3
O=C(CCNS(=O)(=O)c1ccccc1)NCCCSc1ccccc1	-8	4	37	100	94	103	85	-1
CCCn1cc(SCC(=O)NCC2CCCO2)c2ccccc21 (stereo unspecified)	3	0	0	105	106	102	107	6
O=C(Nc1ccc(-c2cn3ccsc3n2)cc1)C1COc2ccccc2O1 (stereo unspecified)	-12	2	-11	105	96	103	102	4
CCNC(=O)/C(C#N)=C/c1c(N(Cc2ccccc2)Cc2ccccc2)nc2ccccn2c1=O	-7	-11	8	102	118	105	103	3
COc1ccc(N(Cc2cc3ccccc3[nH]c2=O)S(=O)(=O)c2ccccc2)cc1	4	4	-10	91	95	95	102	19
O=C(O)c1ccc(S(=O)(=O)c2ccc3c(c2)C(=O)N(c2ccc(O)cc2)C3=O)cc1	-16	-25	-11	100	99	97	102	-2
Cc1ccc(S(=O)(=O)N2CCCC(c3nnc4n3-c3ccccc3SC4)C2)cc1 (stereo unspecified)	2	12	-6&12	100	90	102	107	9
CC(=O)Nc1ccc(NC(=O)C/C(C)=N/NC(=O)C(=O)Nc2ccc(C)c(Cl)c2)cc1	-2	6	-8	107	92	104	120	-3
COC(=O)c1cc2c(cc1N)OCCO2	-7	-2	33	99	102	93	97	2
COc1ccc(OC)c(Cc2nnc(CCC(=O)NC3CCCCCCC3)o2)c1	4	6	-15	102	94	101	97	9
CCOc1cc(N2CCOCC2)c(OCC)cc1NC(=O)c1cc(C)nc2ccccc12	-2	8	195	107	95	101	100	-1
Next entries.
SMILES	procasp3 activ	proCasp7 act	GASC-1 inh	MEP2-GFP yeast	Yeast superoxide	RPL19A TOR yeast	LAP4 TOR yeast	AHR act
FC(F)(F)c1nc2nncn2c2c1CCCCC2	1	7	2	92	82	94	91	1
NC1=C([N+](=O)[O-])C(c2ccc3c(c2)OCO3)C2=C(CCCC2=O)O1 (stereo unspecified)	2	3	13	93	97	96	83	2
CCCN(CCC)S(=O)(=O)c1cc(CN2C(=O)c3cccnc3C2=O)ccc1OC	-4	-11	-14	111	94	106	94	1
S=C(NCC1CCCO1)NC1CCCC1 (stereo unspecified)	-1	-6	5	110	76	110	92	-3
CCC(C)(C)NC(=O)C1CCN(c2nc(OC)nc(OC)n2)CC1	-4	8	-13	90	89	97	114	0
O=C(NCCCN1CCCC1=O)Nc1ccccc1Cl	3	4	1	97	100	103	92	1
Cc1nc(SCC(=O)c2cccs2)c2oc3ccccc3c2n1	0	6	1	104	88	98	93	72*
O=C(Cn1nc(C(F)(F)F)c2c1CCCC2)NCc1ccco1	-6	5	-15	101	92	103	106	0
O=C(CSc1ccc2nnc(-c3ccccn3)n2n1)Nc1ccccc1C(F)(F)F	2	-12	-10	99	94	100	102	-1
Cc1cc(C)c(-n2nnnc2SC(C)C)c(C)c1	-2	-5	-4	93	99	93	91	0
Cc1ccc(NC(=O)CCCn2nc(C)c3c(C)n(-c4ccccc4)nc3c2=O)c(Cl)c1	6	3	-3	98	107	97	98	0
COc1cccc(/C=C2\CCC(C3CCCC3)C2=O)c1OC (stereo unspecified)	-1	2	0	107	98	99	108	1
CC(C)Sc1nc2c(c(=O)n1-c1ccc(F)cc1)SCC2	-8	4	4	97	93	100	99	0
COc1ccc(/C=C/C(=O)c2cc(F)ccc2OC(=O)c2ccc(OC)c(OC)c2)cc1OC	11	3	1	101	99	99	97	2
COc1ccc(OC)c(NC(=O)c2ccc(NS(C)(=O)=O)cc2)c1	9	-6	-3	93	106	89	92	3
Cc1ccnc(NC(=O)CCCOc2ccc(Cl)cc2C)c1	-2	-3	-6	101	99	98	111	-1
COc1cc(C=O)ccc1OC(=O)c1cccnc1	5	5	1	110	106	110	81	-1
O=C(O)CC/C(=N/NC(=O)c1ccc(-c2ccccc2)cc1)c1ccccc1	-6	-1	19	103	75	102	83	8
CCc1ccc(C(=O)COC(=O)C(Cc2ccccc2)NC(=O)C2CCC(C)CC2)cc1 (stereo unspecified)	7	0	2	99	103	103	103	3
CCOC(=O)c1cc(NC(=O)c2ccc(Cl)cc2)c(=O)n2c1oc1ccc(Cl)cc12	-2	11	6	103	107	98	101	0
COc1ccc(OC)c(C(=O)Cn2c3[n+](c4ccc(C(F)(F)F)cc42)CCCCC3)c1	4	2	-29	99	91	100	105	-1
Cc1[nH]n(-c2ccccc2)c(=O)c1C(=O)c1cccc(F)c1	-2	2	5	90	101	97	96	0
CCC1Nc2ncnc(N3CCCCC3)c2N(Cc2ccc(C)cc2)C1=O (stereo unspecified)	-4	-1	x	104	107	104	108	0
CCC(=O)Nc1cccc(-c2nnc(-c3ccccc3)o2)c1	1	7	3	106	112	102	112	5
CC(C)c1cccc(C(C)C)c1NC(=O)COC(=O)[C@H](C)NC(N)=O	-5	9	-10	106	89	101	105	0
Following part:
SMILES	procasp3 activ	proCasp7 act	GASC-1 inh	MEP2-GFP yeast	Yeast superoxide	RPL19A TOR yeast	LAP4 TOR yeast	AHR act
Cc1ccc(OC(=O)c2cccc(C(=O)Oc3ccc(C)cc3)n2)cc1	7	13	1	101	93	98	85	0
CCC1(c2ccc(F)cc2)NC(=O)N(CC(=O)N2CCc3ccccc32)C1=O (stereo unspecified)	0	-6	8	113	90	112	113	2
COc1ccc(C)cc1Nc1n[n+](-c2ccccc2)c(-c2ccc(N(C)C)cc2)s1	-19	-30	3	105	104	101	107	12
CC[N+]1=CN(c2ccccc2)C(C)=CC1(C)C	0	-4	2	97	100	100	91	0
C[C@H](NCc1c[nH]c2ccccc12)c1ccccc1	4	3	-8	89	96	81	82	19
C=CCn1c(SCC(=O)NC2CCCCC2)nc2ccccc2c1=O	2	5	-12	96	94	96	104	0
